# Source: PubChem
# MBNL1 CUG block: MBNL1-poly(CUG) RNA binding inhibition | Q9NR56 | TR-FRET MBNL1-His/biotin-(CUG)12 binding, 665/545 ratio | Potency, µM (series often up to 57.5 µM), without a hit: at the highest dose activity change, negative = inhibition, most hits filed as inhibitors | 280,000 tested, 0.036% active; active = well fitted inhibition curve with a large enough effect in the signal ratio, with a control signal flat, not every such curve was filed as active; inconclusive = small, poorly fitted or top-dose-only effect, or effect the other way, or a change in a side signal; inactive = no such curve, though single readings can be large or run the other way; the % refers to the signal ratio; note: potency is the fitted concentration of half-maximal effect; % is set by controls: 0 for no effect and ±100 for the full control effect
#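 TR-FRET readout: Ex 340 nm, 665/545 nm emission ratio, normalized to buffer-only (basal) and MBNL1-(CUG)12 controls. Complex of MBNL1-His with Biotin-(CUG)12, compounds 92 nM–58 uM, incubated 60 min at room temperature.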
# USP2a inh: blocks human ubiquitin-specific protease USP2a | USP2 core, Ub-CHOP2 coupled fluorogenic reporter, 485/531 | Potency, µM (series often up to 38.3 µM), inactives show at the highest dose activity change, negative = inhibition, actives largely listed as inhibitors | 330,000 tested, 0.01% active | AID 463254;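 note: potency is the fitted concentration of half-maximal effect; plate controls were DMSO wells for no effect and full inhibition by NEM control for full effect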
# Target sequence (O75604 whole entry, looked up): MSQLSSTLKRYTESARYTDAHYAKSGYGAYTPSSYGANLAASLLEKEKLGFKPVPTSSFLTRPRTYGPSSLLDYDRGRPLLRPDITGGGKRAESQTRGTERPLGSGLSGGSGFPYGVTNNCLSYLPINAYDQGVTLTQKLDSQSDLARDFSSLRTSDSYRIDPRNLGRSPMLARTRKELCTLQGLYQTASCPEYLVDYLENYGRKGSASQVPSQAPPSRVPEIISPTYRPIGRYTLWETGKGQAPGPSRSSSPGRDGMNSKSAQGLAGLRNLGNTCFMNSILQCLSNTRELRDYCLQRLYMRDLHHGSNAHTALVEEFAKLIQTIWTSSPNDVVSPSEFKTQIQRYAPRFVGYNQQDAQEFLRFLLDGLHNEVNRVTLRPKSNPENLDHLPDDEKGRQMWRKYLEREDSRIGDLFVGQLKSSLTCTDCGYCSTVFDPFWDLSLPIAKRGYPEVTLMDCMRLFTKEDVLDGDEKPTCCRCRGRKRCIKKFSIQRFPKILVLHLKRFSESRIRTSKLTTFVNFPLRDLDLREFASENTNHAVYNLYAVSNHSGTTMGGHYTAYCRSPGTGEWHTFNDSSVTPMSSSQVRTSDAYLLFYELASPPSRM
#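 USP2 core (10nM final) preincubated 30min RT with compound in 20mM Tris-HCl pH 8.0, 2mM CaCl2, 2mM beta-mercaptoethanol, 0.05% CHAPS; 25nM Ub-CHOP2 plus 25nM reporter substrate added, fluorescence (Ex485/Em531) read after 60min.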
# GALK inh: galactokinase (human) inhibition; P51570; Purified GALK, Kinase-Glo residual ATP luminescence; Potency, µM (top dose mostly 57.5 µM), for the others: at the highest dose activity change, negative = inhibition, hits mostly inhibitors; 270,000 tested, 0.007% active; note: potency is the fitted concentration of half-maximal effect; % is set by controls: 0 for no effect and ±100 for the full control effect
#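 Galactose (100 uM) and ATP (35 uM) were turned over by 5 nM GALK for 1 h at RT. Kinase-Glo Plus then converted the remaining ATP into a luminescent signal.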
# Chronic BCR inh: chronic active BCR signaling inhibition. ABC-DLBCL IkBa-CBG/CBR reporter, luminescence ratio, 4 h. Potency, µM (top dose mostly 46.1 µM), without a hit: top-dose ratio change, negative = lower green/red ratio, most hits filed as inhibitors. 340,000 tested, 0.05% active. AID 493014; active = well fitted inhibition curve with a large enough effect in the signal ratio, with a control signal flat, not every such curve was filed as active; inconclusive = small, poorly fitted or top-dose-only effect, or effect the other way, or a change in a side signal; the % refers to the signal ratio;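 note: potency is the fitted concentration of half-maximal effect; plate controls were basal doxycycline-induced cells for no effect and cells given 10 µM MG132 for full effect; MG132 reads +100%, hits lower the ratio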
#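 Cell line TMD8 (human ABC DLBCL), stably expressing tet-inducible CBG68-IkBa fusion and CBR; IMDM/0.5% FBS; cpd up to 46 uM; dox induction, 4 h, 37C/5% CO2; dual luminescence; green/red ratio; MG132 control.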
# ASM inhibitor: blocks human secretory acid sphingomyelinase; P17405; placental ASM, HMU-PC fluorogenic substrate, 60 min; Potency, µM (series often up to 57.5 µM), for the others: top-dose activity change, negative = inhibition, hits mostly inhibitors; 340,000 tested, 0.006% active; AID 504937; note: potency is the fitted concentration of half-maximal effect
#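 Human placenta-derived ASM enzyme was preincubated with compound for 10 minutes at room temperature, then given fluorogenic substrate HMU-PC0 (9 uM final) for 60 minutes at 37 °C; a pH 10 stop preceded fluorescence reading at Ex 386/Em 447 nm.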
# Menin-MLL TR inh: menin-MLL binding inhibition, Texas Red mutant peptide; Potency, µM (doses to about 61.6 µM), for the others: top-dose FP activity change, negative = inhibition, hits mostly inhibitors; Menin + Texas Red MLL mutant peptide, fluorescence polarization; O00255; 270,000 tested, 0.23% active; active = well fitted inhibition curve with a large enough effect in the polarisation, with a control signal flat, not every such curve was filed as active; inconclusive = small, poorly fitted or top-dose-only effect, or effect the other way, or a change in a side signal; inactive = no such curve, though single readings can be large or run the other way; the % refers to the polarisation; note: potency is the fitted concentration of half-maximal effect; % of control where 0% means no effect; many of its hits are not listed in these tables
# PKM2 act: PKM2 (human) enzyme activation; purified PKM2, Kinase-Glo ATP luminescence, activation; response scale: 0% is enzyme alone, no compound; P14618; 260,000 tested, 0.34% active; Potency, µM (titrated, usually from 57.5 µM), for inactives: top-dose activation, most hits filed as activators; note: potency is the fitted concentration of half-maximal effect; % is set by controls: 0 for no effect and ±100 for the full control effect; nearly all actives have a fitted effect of over 55% in size
#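 Kinase-Glo luminescence reports ATP generated from ADP (0.1 mM) and PEP (0.5 mM) by purified hPK-M2 after 1 h at room temperature, pH 7.2 imidazole buffer; intermediate enzyme activity allows detecting inhibitors and activators.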
# Mito fusion act: blocks mitochondrial division or promotes mitochondrial fusion; AID 485298; Potency, µM (titrated, usually from 46.1 µM), without a hit: at the top dose growth rescue (activation), usual class: activators; 320,000 tested, 0.23% active; S. cerevisiae fusion-defective mutant growth rescue, CellTiterGlo 48 h;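 note: potency is the fitted concentration of half-maximal effect; % of control where 0% means no effect; nearly all actives have a fitted effect of over 45% in size; temperature-sensitive fusion mutants such as fzo1-1 at 37 °C on non-fermentable ethanol glycerol medium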
#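 S. cerevisiae fusion-defective temperature-sensitive mutants (e.g. fzo1-1, mgm1-5) grown 48 h at 37C in YPEG (ethanol/glycerol non-fermentable) medium with 23 nl compound per well; growth rescue read as CellTiterGlo luminescence.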
# KCNH2 WT inh: blocks the wildtype human KCNH2 potassium channel | AID 720551 | U2OS, BacMam KCNH2, thallium flux FluxOr; stronger effect = lower value | activity change, % at 1.84 µM | 340,000 tested, 0.37% active;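 active = maximum activity change below -70%; inconclusive = maximum activity change between -70% and -50%; inactive = maximum activity change above -50%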; note: % is set by controls: 0 for no effect and ±100 for the full control effect
#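 U2OS cells were transduced with wild-type KCNH2 virus (2.03 x 10^8 / mL) for 4 h at room temperature, then cultured overnight at 37 C. Thallium flux was read with FluxOr dye. Rate constants were normalized to DMSO controls.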
# Eya2 inh: inhibitors of human Eya2 phosphatase activity; O00167; recombinant Eya2, OMFP fluorescence dephosphorylation (OMFP is methylfluorescein phosphate); Potency, µM (doses to about 76.9 µM), inactives show at the highest dose activity, negative = inhibition, most hits filed as inhibitors; 330,000 tested, 0.006% active; AID 488837; note: potency is the fitted concentration of half-maximal effect; % is set by controls: 0 for no effect and ±100 for the full control effect
# Target sequence (O00167 whole entry, looked up): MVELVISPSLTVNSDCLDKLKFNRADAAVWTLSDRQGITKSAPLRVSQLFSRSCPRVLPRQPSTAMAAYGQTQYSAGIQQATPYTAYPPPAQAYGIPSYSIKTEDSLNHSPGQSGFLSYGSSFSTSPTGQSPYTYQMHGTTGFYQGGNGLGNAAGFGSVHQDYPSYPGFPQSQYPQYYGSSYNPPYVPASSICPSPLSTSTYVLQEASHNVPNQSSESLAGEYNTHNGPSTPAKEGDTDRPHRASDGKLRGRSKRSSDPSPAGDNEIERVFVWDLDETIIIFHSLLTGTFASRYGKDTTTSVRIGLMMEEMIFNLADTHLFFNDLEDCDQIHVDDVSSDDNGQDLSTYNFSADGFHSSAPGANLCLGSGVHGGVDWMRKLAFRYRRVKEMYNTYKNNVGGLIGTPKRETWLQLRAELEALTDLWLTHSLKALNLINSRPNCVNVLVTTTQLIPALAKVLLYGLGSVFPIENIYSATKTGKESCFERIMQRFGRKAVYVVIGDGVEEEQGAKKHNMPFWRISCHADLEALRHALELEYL
#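 Eya2 (0.2 uM) preincubated 10 min at ambient with compound, then OMFP substrate added at 50 uM; 10 min reaction in 50 mM HEPES pH 7.5, 50 mM NaCl, 5 uM MgCl2, 0.05% BSA, 1 mM DTT. Fluorescence read at Ex 485/Em 525 nm.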
# TSHR antagonist: antagonists of human thyroid stimulating hormone receptor. P16473. TSHR-expressing cells, TSH-stimulated cAMP HTRF, 2 h; stronger effect = lower value. activity change, negative = inhibition, % at 11.5 µM. 330,000 tested, 0.2% active;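 active = activity change below a set negative limit, meaning inhibition stronger than a set level, cut at about -70% in these data; inconclusive = activity change between two set negative limits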; note: % is set by controls: 0 for no effect and ±100 for the full control effect
#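 Inhibition of cAMP made by TSHR-expressing cells under TSH stimulation (4nM final, EC80; 2 h, 37 deg C) is quantified with a one-step lysis HTRF kit, anti-cAMP cryptate versus cAMP-d2.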
# * = called active by the depositor; i = inactive; ? = inconclusive; / = not tested or not shown; [ ] = another dose, or the depositor's remark. Unless noted, calls come from the whole dose curve; as a rule, active = well fitted curve in the direction sought with a large enough effect; inconclusive = small, poorly fitted or top-dose-only effect, or another doubt; inactive = no such curve, though single readings can be large; an effect the other way counts as inactive or inconclusive.
SMILES,MBNL1 CUG block,USP2a inh,GALK inh,Chronic BCR inh,ASM inhibitor,Menin-MLL TR inh,PKM2 act,Mito fusion act,KCNH2 WT inh,Eya2 inh,TSHR antagonist
CS(=O)(=O)N1CC(C(=O)NC2CC2)Oc2ccc(Cl)cc21 (stereo not drawn),-11%,2%,-1%,-4%,3%,5%,-1%,-4%,2,1%,-1
COc1cc(NC(=S)N2CCN(S(=O)(=O)c3ccc(F)cc3)CC2)cc(OC)c1,4%,-1%,3%,?,-1%,2%,6%,1%,-7,-14%,17
CCCCNC(=O)c1ccccc1NS(=O)(=O)c1ccc2c(c1)OCCO2,-1%,3%,0%,?,-2%,2%,10%,7%,-3,11%,-7
O=C(Nc1cccnc1)c1cc(-c2ccc(Br)cc2)nc2ccccc12,7%,3%,8%,-5%,-2%,49%[activator],3%,18%,1,-1%,-43
CCc1n[nH]c(=S)n1/N=C/c1ccccc1OCc1ccc(Cl)cc1,-5%,1%,4%,0%,2%,?,-9%,-3%,-13,3%,31
CN(C)CCCN(C(=O)c1ccc(S(=O)(=O)N2CCCC2)cc1)c1nc2c(F)cc(F)cc2s1,/,0%,/,2%,-2%,/,/,-6%,19,-13%,1
CC(C)(C)n1ncc2c(=O)n(Cc3ccc(Cl)c(Cl)c3)cnc21,-9%,-1%,4%,2%,1%,2%,-11%,-2%,7,15%,-24
CCOC(=O)/C(=N/Nc1ccccc1)N1CCCc2ccccc21,-16%,-24%,/,7%,-7%,-6%,-7%,2%,-1,-27%,2
COc1cc(/C=C2\SC(=O)N(c3ccc(Cl)cc3)C2=O)cc([N+](=O)[O-])c1O,9%,-1%,0%,?,-14%,?,19%,-16%,26,15%,-50
CCCCc1ccc(NC(=O)CC(C)(C)C)cc1,-13%[11.5 µM],4%,/,?,0%,-5%,-8%,/,-2,-3%,-24
O=C(Nc1ccccc1C(=O)Nc1ccccc1C(=O)NCc1ccco1)c1ccco1,23%,2%,0%,-4%,1%,?,0%,-1%,9,-4%,-6
Cc1cc(NC(=O)c2cc(-c3cccnc3)nc3c(C)c(C)ccc23)no1,8%,-3%,0%,3%,-11%,20%,0%,4%,11,-13%,1
Clc1cccc(-c2nnc3sc(-c4ccc5c(c4)OCO5)nn23)c1,1%,2%,0%,7%,/,1%,0%,-1%,/,13%,3
Cc1ccccc1N(C(=O)CNC(=O)c1ccco1)C(C(=O)NC1CCCCC1)c1cccnc1 (stereo not drawn),-7%,1%,0%,1%,4%,-26%,3%,6%,-6,3%,15
Cc1cc(Br)ccc1NC(=O)CSc1nnc(CN2CCOCC2)n1C,-9%,1%,-2%,-5%,-1%,0%,-10%,3%,7,9%,-3
CCc1nnc(NC(=O)CSc2nc(-c3ccccc3)nc3ccccc23)s1,/,2%,0%,0%,0%,6%,-3%,-2%,0,-4%,19
Nc1c([N+](=O)[O-])c(=O)oc2ccccc12,?,-4%,0%,-9%,2%,-1%,1%,-9%,-5,-4%,-2
COc1cccc(NC(=O)N2CCCC2C(=O)Nc2ccc3c(c2)OCO3)c1 (stereo not drawn),?,3%,2%,-12%,1%,23%,-1%,-2%,-16,-1%,-2
Cc1cccc(NC(=S)NC(C)(C)CC(C)(C)C)c1,-2%,0%,11%,1%,-1%,-3%,2%,-7%,i,?,-16
Cc1cccc(N2CCN(C(=O)Cn3ccc4ccccc4c3=O)CC2)c1C,-4%,2%,2%,?,-4%,-5%,-2%,8%,-8,-3%,-7
NC(=O)NC(=O)CSc1nc(C2CCCCC2)n(-c2ccccc2)n1,/,3%,2%,-1%,-1%,15%,-2%,5%,-6,8%,-5
CC1(C)C(C=C(Cl)Cl)C1C(=O)N(Cc1cccc(Cl)c1)C1CCS(=O)(=O)C1 (stereo not drawn),/,0%,0%,?,-3%,-8%,6%,23%,5,-12%,-12
CCCCC(CCC(=O)O)(C(=O)OCC)c1csc(Nc2ccc(OCC)cc2)n1 (stereo not drawn),-4%,3%,-4%,10%,-12%,/,3%,5%,-27,-12%,9
COc1cc2c(C(=O)NCc3ccc(C)o3)cn(CC(C)C)c(=O)c2cc1OC,-7%,5%,/,0%,1%,3%,14µM*,6%,-3,0%,-20
CSc1nc2c(C)c(C)c(C)c(C)c2[nH]1,-7%,-1%,2%,?,-4%,/,2%,-1%,-3,0%,19
CCCCC(Sc1nc(C)c(Cc2ccccc2)c(=O)[nH]1)C(=O)O (stereo not drawn),-22%,-1%,1%,13%,2%,12%,-2%,0%,2,-5%,33
N#Cc1ccc(-c2ccc(OCC(=O)NCCCN3CCCC3=O)cc2)cc1,1%,1%,-2%,29%,12%,28%,-2%,10%,-3,-17%,-11
COc1ccc(C(=O)N2CCCCCC2)cc1OC1CCN(C(C)=O)CC1,-6%,-2%,-3%,3%,1%,15%,1%,1%,1,-15%,1
Cc1cc2c(Nc3ccc(C(=O)O)cc3)ncnc2s1,2%,1%,0%,-5%,-1%,-10%,6%,-2%,7,6%,-1
Nc1nc(Cl)cc(-c2ccccc2)n1,-8%,1%,-2%,?,-2%,1%,-4%,-1%,1,2%,-21
Cc1cc(C)n(-c2ccc(C(=O)Nc3cccnc3Cl)cc2)n1,-2%,2%,2%,3%,-5%,-10%,2%,21%,6,14%,-5
CCCc1cc(=O)[nH]c(SCC(=O)NC(=O)OCC)n1,-4%,-5%,0%,-8%,1%,5%,-1%,-4%,-9,-4%,12
O=C(O)c1ccccc1/C=N/n1c(C2CCCCC2)n[nH]c1=S,-5%,2%,-1%,2%,5%,4%,/,-4%,2,9%,-2
CC1(c2ccccc2)NC(=O)N(CC(=O)N2CCN(S(=O)(=O)c3cccs3)CC2)C1=O (stereo not drawn),/,1%,/,2%,4%,/,/,1%,6,7%,7
S=C(NCc1ccco1)Nc1ccc(Oc2ccccc2)cc1,-9%,-6%,5%,?,0%,18%,-2%,2%,/,-5%,-7
O=C1N/C(=N\N=C\c2cccs2)SC1Cc1ccc(Cl)c(Cl)c1 (stereo not drawn),-5%,1%,4%,?,-8%,?,-7%,-5%,-3,15%,-3
CCC1CCCCN1C(=O)CCNS(=O)(=O)c1ccc2c(c1)oc(=O)n2C (stereo not drawn),-6%,1%,4%,-5%,1%,/,/,0%,-7,4%,2
CC1=CC(c2ccccc2)n2nc(N3C(=O)c4ccccc4C3=O)nc2N1 (stereo not drawn),?,-2%,0%,-2%,/,-4%,7%,1%,5,14%,6
Cc1c(NS(=O)(=O)c2cc(Br)cc3c2N(C(=O)C2CC2)CC3)c(=O)n(-c2ccccc2)n1C,-1%,2%,4%,-23%,1%,-3%,-2%,-1%,21,-5%,-2
COc1cccc(Nc2nc(NCC3CCCO3)c3ccccc3n2)c1 (stereo not drawn),-16%,-11%,1%,?,7%,2%,0%,5%,2,-4%,-25
COc1ccc(N2CCN(C(=O)CN(Cc3ccc(Cl)cc3)S(C)(=O)=O)CC2)cc1,-6%,3%,-1%,-1%,-9%,-5%,0%,-2%,4,-10%,2
COc1ccc(C2SCC(=O)N2CCc2ccc(OC)c(OC)c2)cc1 (stereo not drawn),-4%,-2%,1%,?,2%,-15%,-8%,21%,-9,1%,-5
Cn1c(-c2csc(-c3cccc(C(F)(F)F)c3)n2)n[nH]c1=S,/,-2%,0%,0%,0%,4%,-19%,-35%[inhibitor],-10,7%,-12
CCc1c(C)nc2ncnn2c1NCc1cccs1,-6%,2%,-1%,-1%,-1%,?,5%,-13%,5,-7%,1
CCn1c2ccccc2c2cc(NC(=O)c3cc(OC)cc(OC)c3)ccc21,-9%,3%,0%,?,-5%,3%,1%,5%,2,2%,-4
Cc1ccc2nc(SCC(=O)Nc3ccc4sc(C)nc4c3)c(C#N)cc2c1,25%,1%,0%,1%,9%,-17%,0%,1%,4,-26%,-3

# Not all compounds are listed; count on the stated rates, not on these rows.
